HepG2 tox – counter-screen for TGF-b inhibitors: cytotoxicity in HepG2 cells; Potency, µM (titrated, usually from 46.1 µM), for the others: at the highest dose activity change, negative = cytotoxicity, actives largely listed as cytotoxic; AID 588856; hit rate 0.76% among 410,000; HepG2 CAGA-GFP viability, ATP luminescence, 18 h; also: some results filed as inactive show a strong effect at the top dose
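HepG2 CAGA-GFP cells (1000/well, DMEM with 1% FBS) received compound, then TGF-beta at 500 pg/mL final, and were incubated 18 hours at 37 degrees C. Viability was read by CellTiter-Glo luminescence. Media-only wells were set as complete cell-killing and DMSO as no toxicity.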
ATXN viability – viability counter-screen for ATXN expression inhibitors | Potency, µM (series often up to 56.7 µM), hits mostly cytotoxic | hit rate 0.49% among 400,000 | S2 cells (HEK-293 line with an ATXN2-luciferase reporter) viability, CellTiter-Fluor protease fluorescence, 24 h; also: nearly all actives have a fitted effect of over 40% in size
Nrf2 block – inhibitors of Nrf2 signaling; A549 ARE-Fluc reporter, luciferase luminescence, 18-24 h; Potency, µM (titrated, usually from 46 µM), for the others: top-dose activity change, negative = inhibition, hits mostly inhibitors; hit rate 2.1% among 360,000; AID 504444; also: % is scaled to controls: 0 for no effect and ±100 for the full control effect; nearly all actives have a fitted effect of over 60% in size
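A549 ARE_Fluc cells (5000/well, 5% FBS OPTI-MEM) pre-incubated 2 h, then treated with compounds 18-24 h at 37C/5% CO2 in concentration-response. CellTiter-Fluor viability read first; BugLite luciferase luminescence after 15 min at room temperature gives Nrf2 activity.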
TGFb SMAD3 inh – TGF-b pathway inhibition. HepG2 CAGA-GFP TGF-b/SMAD3 reporter, GFP fluorescence, 18 h; TGF-beta stimulated, 500 pg/mL final. Potency, µM (titrated, usually from 46.1 µM), without a hit: at the top dose activity, negative = inhibition, actives largely listed as inhibitors. hit rate 1.2% among 410,000. AID 588855; also: % is scaled to controls: 0 for no effect and ±100 for the full control effect; nearly all actives have a fitted effect of over 65% in size
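GFP signal (ex488/em500-530) from TGF-beta-stimulated HEPG2 CAGA-GFP cells, 500 pg/mL final, 18 h at 37 degrees C in DMEM plus 1% FBS, normalized to unstimulated and DMSO-stimulated controls.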
ATXN2 expr inh – reduces ATXN2 reporter expression in HEK-293 cells; hit rate 0.72% among 360,000; HEK-293 ATXN2-luciferase reporter, luminescence, 24 h; Potency, µM (series often up to 57 µM), without a hit: at the top dose activity change, negative = inhibition, usual class: inhibitors; also: % is scaled to controls: 0 for no effect and ±100 for the full control effect; nearly all actives have a fitted effect of over 55% in size
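ATXN2-luciferase reporter cells (luciferase flanked by upstream and downstream ATXN2 gene portions) were treated 24 h at 37 °C with compounds at up to 57 uM. SteadyGlo luminescence gave expression; GF-AFC fluorescence gave viability.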
A549 viability – kills or reduces viability of A549 cells in Nrf2 counter-screen | A549 ARE-Fluc cells, CellTiter-Fluor viability, 18-24 h | Potency, µM (doses to about 46 µM), for the others: at the top dose activity change, negative = cytotoxicity, hits mostly inhibitors | hit rate 0.16% among 390,000 | AID 504648; also: % is scaled to controls: 0 for no effect and ±100 for the full control effect
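A549 ARE-Fluc cells in 5% FBS OPTI-MEM, 5000 cells/well, rested 2 h then exposed to compounds in concentration-response for 18-24 h at 37 °C. Viability by CellTiter-Fluor fluorescence (Ex 405/Em 525) after 30 min; luciferase luminescence (BugLite, 15 min, RT) read afterwards.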
MCF10A rereplic – inducers of DNA re-replication in MCF 10A breast cells | MCF 10A DNA re-replication, Hoechst nuclear intensity, 48 h | Potency, µM (titrated, usually from 46.1 µM), without a hit: top-dose activity, positive = re-replication, actives largely listed as activators | hit rate 2.9% among 350,000 | AID 624296; also: % of control where 0% means no effect; nearly all actives have a fitted effect of over 50% in size
Nrf2 ARE act – activators of Nrf2 (ARE) signaling; AID 624171; AREc32 ARE-luciferase reporter (MCF7-derived line), luminescence, 24 h; Potency, µM (doses to about 46.1 µM), for inactives: at the top dose activation, actives largely listed as activators; hit rate 0.31% among 410,000; also: % of control where 0% means no effect; nearly all actives have a fitted effect of over 65% in size
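ARE-driven firefly luciferase activity in AREc32 cells measured after a 24 hr compound exposure at 37 deg C, using Steady-Glo reagent and a 30 min room-temperature hold.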
EPAC2 antag – EPAC2 (human) antagonism; hit rate 0.18% among 360,000; Q8WZA2; Potency, µM (top dose mostly 114 µM), inactives show at the top dose activity, negative = inhibition, hits mostly inhibitors; EPAC2 GEF exchange of Rap1B-BODIPY-GDP, fluorescence; also: % is scaled to controls: 0 for no effect and ±100 for the full control effect; nearly all actives have a fitted effect of over 45% in size; many of its hits are not listed in these tables
Target sequence (Q8WZA2 whole entry, looked up): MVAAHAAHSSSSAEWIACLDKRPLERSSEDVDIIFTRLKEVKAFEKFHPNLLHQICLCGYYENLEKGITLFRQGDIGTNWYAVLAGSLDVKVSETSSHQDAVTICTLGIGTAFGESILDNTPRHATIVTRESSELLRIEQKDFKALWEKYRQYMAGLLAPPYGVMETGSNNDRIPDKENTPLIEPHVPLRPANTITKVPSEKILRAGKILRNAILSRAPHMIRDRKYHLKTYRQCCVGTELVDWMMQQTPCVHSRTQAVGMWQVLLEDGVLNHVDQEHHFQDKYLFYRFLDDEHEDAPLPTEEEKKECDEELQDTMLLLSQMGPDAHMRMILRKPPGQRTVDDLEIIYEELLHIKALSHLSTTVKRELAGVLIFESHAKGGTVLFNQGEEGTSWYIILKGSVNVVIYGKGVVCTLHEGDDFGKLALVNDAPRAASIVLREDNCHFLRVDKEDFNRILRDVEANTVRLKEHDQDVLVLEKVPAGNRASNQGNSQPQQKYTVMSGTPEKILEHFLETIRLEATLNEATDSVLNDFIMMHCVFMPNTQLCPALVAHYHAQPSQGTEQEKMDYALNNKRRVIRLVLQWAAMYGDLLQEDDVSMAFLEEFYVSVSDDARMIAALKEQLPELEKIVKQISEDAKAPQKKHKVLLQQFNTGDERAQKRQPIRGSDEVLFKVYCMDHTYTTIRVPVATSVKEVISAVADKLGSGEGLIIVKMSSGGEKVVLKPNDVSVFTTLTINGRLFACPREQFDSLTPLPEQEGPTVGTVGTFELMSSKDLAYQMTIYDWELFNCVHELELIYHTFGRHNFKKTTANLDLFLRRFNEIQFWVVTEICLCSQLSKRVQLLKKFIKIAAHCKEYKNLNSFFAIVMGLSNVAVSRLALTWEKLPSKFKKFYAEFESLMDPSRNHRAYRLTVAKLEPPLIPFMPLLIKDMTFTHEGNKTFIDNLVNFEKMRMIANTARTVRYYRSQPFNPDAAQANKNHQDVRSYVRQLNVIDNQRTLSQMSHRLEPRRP
* marks the source's active call; other numbers are inactive results; i = inactive; ? = inconclusive; . = no result given; & = joins results of further samples; [ ] = another dose, or the depositor's remark. Calls follow the shape of the dose curve; as a rule, active = well fitted curve in the direction sought with a large enough effect; inconclusive = small, poorly fitted or top-dose-only effect, or another doubt; inactive = no such curve, though single readings can be large; an effect the other way counts as inactive or inconclusive. Potency is read from the fitted curve at half-maximal effect.

Each structure is followed by: HepG2 tox	ATXN viability	Nrf2 block	TGFb SMAD3 inh	ATXN2 expr inh	A549 viability	MCF10A rereplic	Nrf2 ARE act	EPAC2 antag
[1] C[C@@H]1CN(c2c(F)c(F)c3c(=O)c(C(=O)O)cn(C4CC4)c3c2F)C[C@H](C)N1
    -11%	i	-8%	0%	4%	-9%	-12%&0%	0.0%	-9%
[2] COc1ccc(Cl)cc1CNC[C@H]1O[C@@H](n2ccc(N)nc2=O)[C@H](O)[C@@H]1O
    -12%	i	.	-7%	10%	.	.	0.0%	2%
[3] CCOCCCNc1nc(-c2ccccc2)nc2ccccc12
    -8%	i	?	?	.	0%	-4%	6.0%	-16%
[4] CCOC(=O)Cn1nc(-c2ccc(C)cc2)c2ccccc2c1=O
    -44%	i	-5%	-21%	-2%	4%	8%	-0.5%	-11%
[5] C=CCOc1ccc(/C=C/C(=O)OCC(=O)NCC2CCCO2)cc1 (configuration not stated)
    3%	i	-7%	0%	2%	0%	14%	0.0%	4%
[6] c1ccc2[nH]c(NCc3ccc4c(c3)OCO4)nc2c1
    -16%	i	9%	16%	-4%	-5%	4%	-0.6%	-13%
[7] CC1CCCCC1NC(=O)CCS(=O)(=O)c1cc2c(cc1Cl)NC(=O)CO2 (configuration not stated)
    -10%	i	-2%	2%	0%	-7%	1%	-0.7%	12%
[8] COc1ccc(C(O)c2nc(-c3cccs3)cs2)cc1 (configuration not stated)
    -14%	i	.	6%	4%	.	.	6.6%	-13%
[9] NC(=O)c1ccccc1OCC(=O)NC12CC3CC(CC(C3)C1)C2
    1%	i	.	-6%	124%[activator]	13%	9%	2.6%	-4%
[10] Cc1nnc(NC(=O)COc2ccc3c(C)cc(=O)oc3c2)s1
    1%	i	18%	4%	18%	-1%	1%	2.5%	10%
[11] C=CCN(CC=C)C(=O)c1cc(Cl)ccc1[N+](=O)[O-]
    8%	i	-12%	6%	5%	-2%	4%	0.4%	-2%
[12] CC(=O)Nc1ccc(S(=O)(=O)Nc2nnc(Cc3ccc(Cl)cc3)s2)cc1
    1%	i	7%	-3%	-10%	1%	0%	0.3%	-8%
[13] CC1(C(=O)NCc2cccnc2)Cc2c(-c3cccc(C(F)(F)F)c3)ccnc2O1 (configuration not stated)
    -38%	i	.	-7%	-25%	.	.	4.0%	-8%
[14] Cc1ccnc(NC(=O)CCCc2c[nH]c3ccccc23)c1
    -17%	i	-2%	?	?	-15%	10%	0.5%	13%
[15] O=S(=O)(c1ccc(Br)cc1)N1CCn2cccc2C1c1ccc(Br)cc1 (configuration not stated)
    -29%	i	.	?	-18%	0%	.	6.1%	.

Record cards (already shown).
`CC(=O)Nc1ccc(S(=O)(=O)Nc2nnc(Cc3ccc(Cl)cc3)s2)cc1` reads HepG2 tox: 1%; ATXN viability: i; Nrf2 block: 7%; TGFb SMAD3 inh: -3%; ATXN2 expr inh: -10%; A549 viability: 1%; MCF10A rereplic: 0%; Nrf2 ARE act: 0.3%; EPAC2 antag: -8%
`NC(=O)c1ccccc1OCC(=O)NC12CC3CC(CC(C3)C1)C2` reads HepG2 tox: 1%; ATXN viability: i; Nrf2 block: .; TGFb SMAD3 inh: -6%; ATXN2 expr inh: 124%[activator]; A549 viability: 13%; MCF10A rereplic: 9%; Nrf2 ARE act: 2.6%; EPAC2 antag: -4%

(further entries)
Each structure is followed by: HepG2 tox	ATXN viability	Nrf2 block	TGFb SMAD3 inh	ATXN2 expr inh	A549 viability	MCF10A rereplic	Nrf2 ARE act	EPAC2 antag
[16] CC(NC(=O)C1CCCN(S(=O)(=O)N2CCOCC2)C1)c1ccccc1 (configuration not stated)
    12%	i	-6%	-3%	12%	4%	3%	-0.2%	2%
[17] Cc1cc(NCCCN2CCOCC2)n2nc(C)c(-c3ccc(F)cc3)c2n1
    -42%	i	4%	-1%	-5%	4%	19%	3.8%	-4%
[18] CC(=O)Nc1cccc(-c2cc(NC=O)c3ncc(-c4cccc(C(C)=O)c4)n3c2)c1
    23%	i	.	2.8µM*	-27%	.	.	2.4%	4%
[19] COCCn1c(SC(C)C(=O)NCC2CCCO2)nc2scc(-c3ccc(F)cc3)c2c1=O (configuration not stated)
    24%	i	0%	-21%	2%	-4%	8%	3.0%	-5%
[20] CC(C)OCCCNC(=O)C1CCC(CNS(=O)(=O)c2ccc(Cl)cc2)CC1 (configuration not stated)
    -13%	i	14%	-17%	-25%	3%	4%	-0.6%	-10%
[21] O=c1c2cc([N+](=O)[O-])cc([N+](=O)[O-])c2[nH]n1-c1ccccc1
    5%	.	2%	0%	-26%	16µM*	?	3.0%	45µM*
[22] Cc1cccc(CNC(=O)Cn2ccc3cc(S(=O)(=O)N4CCCC4)ccc32)c1
    -4%&-20%	i	24%&25%	12%&2%	4%&13%	6%&5%	0%	-0.3%&-1.0%	2%
[23] COc1cccc(NC(=O)C(Sc2nnc(-c3ccncc3)n2-c2ccc(Cl)cc2)c2ccccc2)c1 (configuration not stated)
    -8%	i	?	?	-19%	-13%	?	2.8%	2%
[24] CC1(CNC(=O)C(=O)NCC2(C)CO2)CO1 (configuration not stated)
    9%	i	-12%	1%	?	-2%	?	3.2%	4%
[25] Cc1onc(C(=O)NCc2cccs2)c1[N+](=O)[O-]
    9%	i	-16%	3%	1%	-4%	3%	2.7%	4%
[26] CC1CC(C)CN(S(=O)(=O)c2ccc3c(c2)oc(=O)n3CC(=O)N2CCOCC2)C1 (configuration not stated)
    3%	i	-9%	?	2%	1%	14%	0.0%	-6%
[27] COc1ccccc1NC(=O)CSc1nnnn1C1CCCC1
    -1%	i	8%	15%	3%	?	-8%	1.7%	1%
[28] CCC(C)c1ccccc1NC(=O)CN(C)CC(=O)Nc1ccccc1SC (configuration not stated)
    -20%	i	-4%	-25%	4%	-8%	-3%	0.0%	-8%
[29] CCc1cc[n+](-c2nc([O-])sc2C=O)cc1
    -18%	i	0%	19%	-12%	-5%	0%	2.3%	-2%
[30] Cn1cnc(S(=O)(=O)N2CCC(C(=O)NCc3ccc(F)cc3)CC2)c1
    -1%	.	.	9%	.	9%	.	0.6%	.
[31] COc1ccc(C2(CNC(=O)C(=O)Nc3ccc(C)c(Cl)c3)CCCC2)cc1OC
    -53%	i	18%	12%	11%	2%	.	0.4%	.
[32] CCCCNC(=O)C1CCN(c2nc(C)cc(C)n2)CC1
    7%	i	-7%	-7%	.	1%	5%	5.8%	-2%
[33] CCCn1c2ccccc2c2cc(C(=O)O)ccc21
    0%	i	-23%	-2%	-12%	-11%	3%	-0.2%	-5%
[34] Cc1c(CC(=O)NCCCCCC(=O)O)c(=O)oc2cc3c(cc12)CCC(C)(C)O3
    -3%	i	10µM*	6%	2%	3%	?	-1.2%	1%
[35] CC(C)NC(=O)C(c1ccc(F)cc1)N(C(=O)CCC(=O)Nc1ccccn1)C1CCCCC1 (configuration not stated)
    -17%	i	-5%	-18%	-18%	-12%	-3%	0.0%	-4%
[36] O=C(NC(=S)Nc1ccc(N2CCOCC2)cc1)c1ccco1
    -13%	i	14%	5%	23%	11%	14%	-0.1%	1%
[37] O=C(Nc1ccccc1Cl)OC1CCCCC1
    -9%	i	?	0%	6%	4%	6%	0.3%	-16%
[38] Cc1ccccc1NC(=O)/C=C1\SC(=O)NC1=O
    0%	i	1%	-10%	23%	-12%	23µM*	?	8%
[39] O=C(Nc1cccc(Br)c1)c1ccc(CSc2ccccc2)cc1
    -13%	i	13%	0%	8%	5%	-1%	4.3%	-19%
[40] O=C(NCC1CCCO1)c1ccc2c(=O)n(Cc3ccc(Cl)cc3)c(=S)[nH]c2c1 (configuration not stated)
    -12%	i	-1%	9%	-15%	-4%	-1%	-0.4%	7%
[41] O=C(Oc1ccc(C(=S)N2CCOCC2)cc1)c1ccc([N+](=O)[O-])cc1[N+](=O)[O-]
    -1%	i	-15%	-11%	-14%	-11%	0%	-0.3%	2%
[42] COc1ccc(C(=O)NCC(=O)N/N=C/c2cn(C)c3ccccc23)cc1OC
    3%	i	-6%	-1%	-6%	0%	0%	2.5%	-3%
[43] COc1ccc(OC)c(NC(=O)C(C)OC(=O)c2cc3ccccc3[nH]2)c1 (configuration not stated)
    -1%	?	18µM*	20%	-21%	2%	14%	5.6%	-13%
[44] CCN1CCN(CCCNc2ncnc3nc[nH]c23)CC1
    3%	i	0%	-30%	0%	-5%	-3%	-0.9%	1%
[45] O=C(O)CC(NC(=O)c1sc2ccccc2c1Cl)c1ccc(OC2CCCC2)cc1 (configuration not stated)
    -2%	i	2%	-6%	-4%[11.3 µM]	-5%	?	-0.6%	-16%
[46] COc1ccc2nc(SCC(=O)NCc3ccccc3)[nH]c2c1
    -9%	i	6%	0%	5%	9%	13%	-0.3%	?
[47] COc1ccccc1-n1nnnc1SCC(=O)NCC1(N2CCCCC2)CCCCC1
    -23%	?	5%	0%	1%	-6%	-4%	-0.4%	8%

Structural class, those above containing an aryl thioether with sulfur outside any ring.
Each structure is followed by: HepG2 tox	ATXN viability	Nrf2 block	TGFb SMAD3 inh	ATXN2 expr inh	A549 viability	MCF10A rereplic	Nrf2 ARE act	EPAC2 antag
[19] COCCn1c(SC(C)C(=O)NCC2CCCO2)nc2scc(-c3ccc(F)cc3)c2c1=O (configuration not stated)
    24%	i	0%	-21%	2%	-4%	8%	3.0%	-5%
[23] COc1cccc(NC(=O)C(Sc2nnc(-c3ccncc3)n2-c2ccc(Cl)cc2)c2ccccc2)c1 (configuration not stated)
    -8%	i	?	?	-19%	-13%	?	2.8%	2%
[27] COc1ccccc1NC(=O)CSc1nnnn1C1CCCC1
    -1%	i	8%	15%	3%	?	-8%	1.7%	1%
[28] CCC(C)c1ccccc1NC(=O)CN(C)CC(=O)Nc1ccccc1SC (configuration not stated)
    -20%	i	-4%	-25%	4%	-8%	-3%	0.0%	-8%
[39] O=C(Nc1cccc(Br)c1)c1ccc(CSc2ccccc2)cc1
    -13%	i	13%	0%	8%	5%	-1%	4.3%	-19%
[46] COc1ccc2nc(SCC(=O)NCc3ccccc3)[nH]c2c1
    -9%	i	6%	0%	5%	9%	13%	-0.3%	?
[47] COc1ccccc1-n1nnnc1SCC(=O)NCC1(N2CCCCC2)CCCCC1
    -23%	?	5%	0%	1%	-6%	-4%	-0.4%	8%

From PubChem

Some of the compounds tested; the hit share may differ from the screen's.
